# High-throughput results as filed in PubChem.
# Bcl-W Bim block – inhibitors of Bim binding to Bcl-W, primary screen, biochemical, multiplexed, bead-based flow cytometry; Bim peptide-Bcl-W binding; AID 952, 2007; Bcl-2-like protein 2 (Homo sapiens), Q92843; inhibition, % at 10 µM; 190,000 tested, 0.02% active;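 also: 0% = bound tracer without compound and 100% = peptide blocker; higher means less fluorescent Bim peptide bound to Bcl-W beads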
# Target sequence (Q92843 whole entry, looked up): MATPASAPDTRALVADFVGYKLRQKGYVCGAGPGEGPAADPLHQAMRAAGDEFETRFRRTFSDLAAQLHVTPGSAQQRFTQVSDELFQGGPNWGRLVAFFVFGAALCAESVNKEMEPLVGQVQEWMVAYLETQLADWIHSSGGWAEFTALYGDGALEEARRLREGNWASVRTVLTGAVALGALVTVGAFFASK
# ABCB1 block – ABCB1 efflux pump inhibitors, primary screen, cell-based, multiplex, flow cytometry, ABCG2 counter-screen; CCRF-Adr cells, JC-1 efflux; inhibition, % at 6.6 µM; 190,000 tested, 0.067% active; AID 1326, 2008; in the data active = inhibition above about 40%;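 also: 0% = vehicle and 100% = reference inhibitor; higher value means more JC-1 retained so stronger ABCB1 efflux block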
# Mcl-1 Bim block – inhibitors of Bim peptide binding to Mcl-1, primary screen, biochemical, bead-based flow cytometry, multiplex. Induced myeloid leukemia cell differentiation protein Mcl-1 (Homo sapiens), Q07820. Bim peptide-Mcl-1 binding. inhibition, % at 10 µM. 190,000 tested, 0.1% active. AID 1009, 2008;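 also: 0% = no compound tracer wells and 100% = peptide blocker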
# Target sequence (Q07820 whole entry, looked up): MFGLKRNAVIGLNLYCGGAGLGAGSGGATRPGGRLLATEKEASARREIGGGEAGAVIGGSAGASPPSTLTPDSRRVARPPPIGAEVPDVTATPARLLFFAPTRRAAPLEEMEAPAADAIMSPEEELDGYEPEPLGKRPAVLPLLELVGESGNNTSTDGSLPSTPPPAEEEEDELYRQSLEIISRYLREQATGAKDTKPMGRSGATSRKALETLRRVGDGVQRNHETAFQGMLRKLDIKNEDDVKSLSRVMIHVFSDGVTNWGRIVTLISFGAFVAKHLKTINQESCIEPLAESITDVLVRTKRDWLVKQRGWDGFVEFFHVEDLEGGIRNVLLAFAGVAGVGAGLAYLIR
# RGS4-Gao reg – modulators of RGS4 binding to Galphao, primary screen, biochemical, multiplexed bead flow cytometry. Guanine nucleotide-binding protein G(o) subunit alpha (Homo sapiens), P09471. actives lie on both sides. binding response (% of control), % at 10 µM. 220,000 tested, 0.33% active; in the data active = binding response below about 49% or above about 150%; inactive = in between;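 also: fluorescent Galphao activated with aluminum fluoride binding bead-coupled RGS4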
# RGS8-Gao reg – RGS8-Galphao binding modulators, primary screen, biochemical, multiplexed bead flow cytometry; Guanine nucleotide-binding protein G(o) subunit alpha (Homo sapiens), P09471; actives lie on both sides; response (percent of control binding), % at 10 µM; 220,000 tested, 0.34% active; in the data active = response below about 60% or above about 140%; inactive = in between;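 also: Galphao activated as the GDP aluminium fluoride complex binding bead-coupled RGS8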
# Bim-Bcl-XL – inhibitors of Bim-Bcl-XL binding, primary screen, biochemical, multiplexed, bead flow cytometry, human Bcl-XL; inhibition, % at 10 µM; 190,000 tested, 0.04% active; Bim peptide-Bcl-XL binding, fluorescence; Bcl-2-like protein 1 (Homo sapiens), Q07817
# Target sequence (Q07817 whole entry, looked up): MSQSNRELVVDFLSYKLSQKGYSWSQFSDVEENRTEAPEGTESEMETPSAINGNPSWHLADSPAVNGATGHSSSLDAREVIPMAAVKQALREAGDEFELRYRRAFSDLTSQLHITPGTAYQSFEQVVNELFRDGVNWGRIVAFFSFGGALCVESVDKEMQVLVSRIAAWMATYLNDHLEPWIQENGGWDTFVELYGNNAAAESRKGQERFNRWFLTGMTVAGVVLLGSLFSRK
# Bcl-B Bim block – inhibitors of Bim-Bcl-B binding, primary screen, biochemical, multiplexed, human Bcl-2 family | Bcl-2-like protein 10 (Homo sapiens), Q9HD36 | bead-based flow cytometry, Bim peptide-Bcl-B binding | inhibition, % at 10 µM | 190,000 tested, 0.073% active | AID 951, 2007;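 also: 0% = tracer peptide without compound and 100% = reference inhibitor peptide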
# RGS7-Gao – RGS7-Galphao binding modulators, primary screen, biochemical, multiplexed bead flow cytometry; 220,000 tested, 0.35% active; binding response (% of control), % at 10 µM; AID 1439, 2008; Guanine nucleotide-binding protein G(o) subunit alpha (Homo sapiens), P09471; actives lie on both sides; in the data active = binding response below about 49% or above about 150%; inconclusive = no clear call, values can overlap the other calls; inactive = in between;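 also: fluorescent Galphao held in activated GDP-AlF4 state binding bead-coupled RGS7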
# Bfl-1 Bim block – inhibitors of Bim binding to Bfl-1, primary screen, biochemical, multiplexed, bead-based flow cytometry; Bcl-2-related protein A1 (Homo sapiens), Q16548; AID 1008, 2008; Bim-Bfl-1 binding inhibition; inhibition, % at 10 µM; 190,000 tested, 0.12% active;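 also: 0% = wells without compound plus tracer and 100% = blocker peptide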
# Bim-Bcl-2 – inhibitors of Bim-Bcl-2 binding, primary screen, biochemical, multiplexed, human Bcl-2 family. Bead-based flow cytometry, Bim peptide-Bcl-2 binding. 190,000 tested, 0.06% active. inhibition, % at 10 µM. Apoptosis regulator Bcl-2 (Homo sapiens), P10415; in the data active = inhibition above about 40%; inconclusive = no clear call, values can overlap the other calls;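 also: 0% = no compound wells with probe peptide and 100% = reference peptide inhibitor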
# Target sequence (P10415 whole entry, looked up): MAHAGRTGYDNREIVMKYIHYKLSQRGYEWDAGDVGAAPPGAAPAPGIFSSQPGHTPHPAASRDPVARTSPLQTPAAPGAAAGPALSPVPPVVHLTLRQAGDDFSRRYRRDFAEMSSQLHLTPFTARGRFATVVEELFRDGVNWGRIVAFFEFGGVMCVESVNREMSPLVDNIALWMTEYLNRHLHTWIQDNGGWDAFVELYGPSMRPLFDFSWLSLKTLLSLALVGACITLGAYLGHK
# ABCG2 block – ABCG2 efflux pump inhibitors, primary screen, multiplex with ABCB1, IgMXP3 cells, flow cytometry; Broad substrate specificity ATP-binding cassette transporter ABCG2 (Homo sapiens), Q9UNQ0; inhibition, % at 6.6 µM; 190,000 tested, 0.1% active; JC-1 efflux; AID 1325, 2008;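 active = inhibition above 80%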;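 also: 0% = DMSO and 100% = nicardipine control wells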
#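 Times: 10 min at 25 °C | Test system: Two drug-resistant human cell lines, ABCG2 and ABCB1 | Quantity: 3 million cells/mL final, two lines in 1:1 ratio | Signal: Flow cytometry, 530 nm JC-1 signal | Dosing: Compound at 6.6 µM | Controls: Nicardipine and DMSO wells | Reagent: JC-1 as fluorescent efflux pump substrate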
# * hit, by the source's call; ? = inconclusive. Rule as the data show it, unless noted: active = inhibition above about 40%.
# Values run as follows: Bcl-W Bim block | ABCB1 block | Mcl-1 Bim block | RGS4-Gao reg | RGS8-Gao reg | Bim-Bcl-XL | Bcl-B Bim block | RGS7-Gao | Bfl-1 Bim block | Bim-Bcl-2 | ABCG2 block
- COc1cc([N+](=O)[O-])ccc1NC(=O)Cn1ccsc1=N
    -6 | 0.4 | -3 | 101 | 100 | -2 | -8 | 96 | -3 | -6 | 5
- COc1ccccc1/C=C/C=N/NC(=O)Cc1cccn1C
    -1 | -0.1 | -1 | 94 | 95 | -2 | -1 | 91 | 2 | 0 | -1
- CC(=O)Nc1cccc(/C(C)=N/Nc2nc3ccccc3s2)c1
    0 | -0.5 | -2 | 99 | 102 | -4 | -6 | ? | -8 | -3 | -2
- Cc1cc(NC(=O)CSc2nnc(N)s2)c([N+](=O)[O-])cc1C
    0 | 0.3 | 0 | 104 | 104 | -4 | -1 | 104 | -2 | 0 | 2
- CCOC(=O)N1CCC(NC(=O)Cn2cc3c(n2)CCCC3)CC1
    -2 | 1.1 | 2 | 106 | 104 | -1 | -5 | 102 | -13 | -6 | 7
- Cc1ccc(S(=O)(=O)c2nc(-c3cccs3)oc2SCC(N)=O)cc1
    5 | 0.1 | -5 | 99 | 100 | -4 | -14 | 98 | -9 | -9 | -1
- O=C(COC(=O)CCOc1ccccc1)NCCC1=CCCCC1
    0 | -0.1 | -6 | 101 | 101 | 0 | -2 | 94 | -4 | -2 | 3
- Cc1ccccc1NC(=O)c1ccc(OCC(=O)Nc2ccccc2F)cc1
    -6 | -0.2 | -3 | 104 | 101 | -8 | -10 | 102 | -3 | -9 | 4
- COC(=O)c1cc(NC(=O)C2CC(=O)NC(=NCc3ccc(OC)cc3)S2)cc(C(=O)OC)c1 (stereo not drawn)
    -2 | 0.0 | 0 | 98 | 99 | -3 | 0 | 96 | -5 | -4 | 0
- CC(=O)c1ccc(NC(=O)C(C)Sc2nnnn2C)cc1 (stereo not drawn)
    7 | 1.3 | 12 | 103 | 103 | 17 | 14 | 100 | 24 | 15 | 19
- Cc1cccc(NC(=O)CCSc2nc(C)cc(C)n2)c1
    1 | 0.2 | 0 | 99 | 99 | -1 | -4 | 104 | 2 | 0 | 2
- OCCC1CN(Cc2cnc(-c3ccccc3)s2)CCN1C1CCCC1 (stereo not drawn)
    -1 | 0.4 | -4 | 103 | 102 | 0 | -5 | 104 | -3 | -1 | 0
- COc1ccc2c(c1)CCC1C2=NN(/C(C)=C/C(C)=O)C1c1cccc(F)c1 (stereo not drawn)
    0 | 0.7 | 0 | 104 | 105 | 0 | -1 | 103 | -3 | 2 | 3
- Cn1cccc1C(=O)c1ccc(Cl)cc1Cl
    -1 | 1.1 | 0 | 100 | 100 | -1 | 0 | 99 | 0 | 0 | 6
- Cn1nnnc1SCc1cccc(CSc2nnnn2C)n1
    0 | -0.1 | -2 | 105 | 104 | -3 | -10 | 100 | -11 | -10 | -1
- COc1ccc(CC(NC(C)=O)C(=O)NC2CCN(c3c(Cc4ccccc4)c(C)nc4ncnn34)CC2)cc1OC (stereo not drawn)
    -4 | -3.0 | -6 | 107 | 103 | -5 | -5 | 102 | -3 | -2 | 2
- O=C1CCCC(NCCCCCCNC2=C([N+](=O)[O-])C(=O)CCC2)=C1[N+](=O)[O-]
    -5 | 0.9 | -7 | 101 | 102 | -9 | -8 | 98 | -12 | -4 | 8
- N#Cc1c(N2CCCCC2)nc(N)c2c(N)nc3c(c12)CC(c1ccccc1)O3 (stereo not drawn)
    -1 | 3.2 | -1 | 94 | 104 | -1 | -7 | 100 | 0 | -3 | 5
- Cc1cc(NC(=O)CCCn2nc(C)c([N+](=O)[O-])c2C)no1
    -8 | 0.6 | -3 | 90 | 98 | -4 | -12 | 91 | -7 | -5 | 2
- CCOc1cc(/C=N/NC(N)=O)cc(Br)c1OCc1ccccc1F
    -5 | 0.6 | -2 | 98 | 100 | -5 | -5 | 99 | -3 | -4 | 11
- CCC(CC)C(=O)Nc1cccc(C(=O)Nc2ccc(S(N)(=O)=O)cc2)c1
    -3 | 0.7 | 0 | 104 | 103 | -2 | -8 | 105 | -8 | -5 | 1
- CN1CCN(Cc2ccc(OCc3ccccc3)cc2)CC1
    0 | 0.2 | 4 | 99 | 99 | -1 | -5 | 104 | -11 | -6 | 1
- O=c1c([N+](=O)[O-])cc(C(F)(F)F)cn1Cc1c(Cl)cccc1Cl
    -1 | -1.3 | -2 | 95 | 92 | -8 | -10 | 92 | -16 | -8 | 5
- CC(C)OP(=O)(c1ccc(N(C)C)cc1)C(O)c1ccncc1 (stereo not drawn)
    -1 | 0.4 | 0 | 95 | 98 | 1 | -6 | 99 | -8 | -5 | 4
- Cc1cc(C)cc(OCC(=O)OCCN2C(=O)c3ccccc3C2=O)c1
    3 | -0.1 | 0 | 102 | 101 | -11 | -6 | 97 | -9 | -3 | 0
- O=C(CSc1nnnn1-c1ccccc1)Nc1ncc2c(n1)CC(c1ccco1)CC2=O (stereo not drawn)
    -3 | 0.4 | -2 | 35* | 57* | -2 | -3 | 39* | -5 | -4 | 0
- CC(C)=CCCC1=CCC(/C(C)=N/NC(N)=O)CC1 (stereo not drawn)
    -3 | 0.1 | -7 | 103 | 93 | -2 | 1 | 100 | -2 | -6 | 0
- CCOc1cc(C)c(Cl)cc1S(=O)(=O)N(C)C
    -1 | 0.5 | -3 | 101 | 98 | -6 | -7 | 98 | -15 | -13 | 1
- CCCN1C2CCCC1CC(NC(=O)c1ccccc1OCC)C2 (stereo not drawn)
    -2 | 0.0 | 1 | 98 | 102 | -4 | -3 | 99 | -11 | -9 | 0
- CC1(C)OC(=O)C(=CNC(CCC(N)=O)C(=O)O)C(=O)O1 (stereo not drawn)
    -2 | 0.3 | -2 | 99 | 97 | 0 | 0 | 104 | -2 | 0 | 1

# 5 compounds from above, showing only Bim-Bcl-2, RGS4-Gao reg and Mcl-1 Bim block:
compound	Bim-Bcl-2	RGS4-Gao reg	Mcl-1 Bim block
Cc1ccccc1NC(=O)c1ccc(OCC(=O)Nc2ccccc2F)cc1	-9	104	-3
COC(=O)c1cc(NC(=O)C2CC(=O)NC(=NCc3ccc(OC)cc3)S2)cc(C(=O)OC)c1 (stereo not drawn)	-4	98	0
CC(=O)c1ccc(NC(=O)C(C)Sc2nnnn2C)cc1 (stereo not drawn)	15	103	12
Cc1cccc(NC(=O)CCSc2nc(C)cc(C)n2)c1	0	99	0
OCCC1CN(Cc2cnc(-c3ccccc3)s2)CCN1C1CCCC1 (stereo not drawn)	-1	103	-4

# Complete entries, quoted from the list. Screens in order: Bcl-W Bim block	ABCB1 block	Mcl-1 Bim block	RGS4-Gao reg	RGS8-Gao reg	Bim-Bcl-XL	Bcl-B Bim block	RGS7-Gao	Bfl-1 Bim block	Bim-Bcl-2	ABCG2 block
# Results for `COc1ccc(CC(NC(C)=O)C(=O)NC2CCN(c3c(Cc4ccccc4)c(C)nc4ncnn34)CC2)cc1OC` (stereo not drawn) = -4	-3.0	-6	107	103	-5	-5	102	-3	-2	2
# Results for `OCCC1CN(Cc2cnc(-c3ccccc3)s2)CCN1C1CCCC1` (stereo not drawn) = -1	0.4	-4	103	102	0	-5	104	-3	-1	0
# Results for `Cc1cccc(NC(=O)CCSc2nc(C)cc(C)n2)c1` = 1	0.2	0	99	99	-1	-4	104	2	0	2

# Following part.
# Values run as follows: Bcl-W Bim block | ABCB1 block | Mcl-1 Bim block | RGS4-Gao reg | RGS8-Gao reg | Bim-Bcl-XL | Bcl-B Bim block | RGS7-Gao | Bfl-1 Bim block | Bim-Bcl-2 | ABCG2 block
- Cc1[nH]c2ccccc2c1C(C[N+](=O)[O-])c1ccco1 (stereo not drawn)
    0 | 0.4 | 1 | 92 | 91 | -2 | 0 | 90 | 0 | 0 | 11
- CC(=O)Nc1nonc1-c1nc2ccccc2n1CC1CC1
    -1 | 0.1 | -4 | 101 | 92 | -1 | -2 | 117 | -2 | -3 | 1
- CCOc1ccccc1NC(=O)CCCn1cc([N+](=O)[O-])cn1
    0 | 0.8 | 0 | 100 | 98 | 0 | -6 | 101 | 0 | 0 | 3
- CCOc1ccc(Nc2nc(Cc3nnc(SCC(=O)c4ccc(C)cc4)o3)cs2)cc1
    -7 | 1.0 | -2 | 100 | 100 | -7 | -3 | 96 | 1 | -1 | 13
- Cc1nc2sc(C(c3ccc(Cl)cc3)N3CCOCC3)c(O)n2n1 (stereo not drawn)
    -8 | 0.4 | -12 | 99 | 102 | -14 | -13 | 99 | -22 | -14 | 9
- Cc1ccc(Cn2nnc3c(=O)[nH]c(C4CCN(S(=O)(=O)c5ccc(C)cc5)CC4)nc32)cc1
    -3 | 0.1 | -3 | 97 | 124 | -2 | -4 | 98 | -2 | -4 | 0
- CCS(=O)(=O)N1CCC(C(=O)NCc2ccc3c(c2)OCO3)CC1
    -2 | 0.5 | -2 | 105 | 102 | 0 | -3 | 102 | -4 | 0 | 1
- CC1C2CC(C(S(=O)(=O)N3CCOCC3)C2=O)C1(C)C (stereo not drawn)
    2 | 0.0 | -4 | 99 | 101 | -4 | -11 | 116 | -8 | -10 | 0
- COCCn1c(=NC(=O)c2ccc(S(=O)(=O)N3CCCc4ccccc43)cc2)sc2cc(S(C)(=O)=O)ccc21
    0 | -4.3 | 23 | 105 | 101 | -4 | 0 | 103 | 0 | 2 | -11
- c1cncc(CSc2ccc(-c3cccs3)nn2)c1
    -1 | 0.5 | -4 | 109 | 108 | 0 | -1 | 106 | 3 | -1 | 4
- CC(SC(=S)N(C)Cc1cccs1)C(=O)O (stereo not drawn)
    1 | -0.5 | -8 | 99 | 90 | -2 | 1 | 98 | -2 | -3 | -8
- Cc1ccc(-n2c(C)nn(CCOc3ccccc3)c2=O)cc1
    0 | 0.8 | 0 | 96 | 96 | -1 | -1 | ? | 0 | -2 | 5
- O=C(O)Cc1ccc(C(=O)c2ccccc2F)s1
    0 | 0.2 | 0 | 102 | 102 | 0 | -7 | 98 | -10 | -6 | 2
- CCOc1ccc(CNC(=S)N/N=C/c2ccc(OC)c(OC)c2)cc1
    -6 | 0.4 | -2 | 97 | 99 | -10 | -11 | 100 | -15 | -8 | 15
